High-throughput results from PubChem.
G6PDH counter = L. mesenteroides G6PDH inhibitors, counter-screen for G6PDH-coupled screening assays, biochemical, Leuconostoc mesenteroides enzyme. inhibition, % at 5 µM. glucose-6-phosphate dehydrogenase [Leuconostoc mesenteroides]. 200,000 compounds, 0.12% hits. Purified L. mesenteroides G6PDH, diaphorase/resazurin coupled fluorescence, 45 min. AID 1020, 2008; in the data active means inhibition above about 50%
STAT1 blocker = STAT1 signaling inhibitors, primary screen, cell-based, HTS, luciferase reporter | AID 920, 2007 | NIH 3T3 STAT1-luciferase reporter, IFN-gamma, luminescence | 200,000 compounds, 0.35% hits | inhibition, % at 5.5 µM;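 active means inhibition above a set limit, the mean inhibition across all tested compounds plus 3 SD, cut at about 34% in these data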;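 further: 0% = IFN-gamma with DMSO and 100% = IFN-gamma with 300 µM nifuroxazide; values of inactives mirror those of a sister screen read the other way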
Diaphorase inh = diaphorase inhibitors and chemical oxidizers, primary screen, counter-screen for diaphorase-coupled primary assays, biochemical, uHTS, resorufin fluorescence; diaphorase resazurin-to-resorufin fluorescence, NADH, 16 min; bacterial (C. kluyveri) enzyme, not human; inhibition, % at 20 µM; 190,000 compounds, 0.69% hits; AID 1217, 2008;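 active means primary screen inhibition at 20 µM above a set limit, cut at about 50% in these data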;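 further: plate controls were DMSO with full reaction for no effect and wells lacking NADH for full effect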
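material = Clostridium kluyveri diaphorase enzyme | amount = 0.14 U/mL diaphorase, enzyme working solution | schedule = incubation 16 min, room temperature | detection = fluorescence of resorufin formed from resazurin, Ex 544/Em 590 nm | benchmarks = positive control minus NADH, DMSO neutral control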
STAT3 act = IL-6 driven STAT3 reporter potentiators, primary screen, U3A cells, luciferase, luminescence, MLSCN library; IL-6 STAT3-luciferase reporter; 100% = signal with IL-6 EC80 alone; activation (% of control), % at 5.6 µM; 190,000 compounds, 0.91% hits;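 active means activation above the screen-wide mean of compound activation plus 3 SD, cut at about 130% in these data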;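 further: 0% = background luminescence of wells with medium and substrate only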
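system = STAT3-luciferase reporter U3A cells | reagent = IL-6 stimulus at 33 ng/mL final | timing = 1 h compound pre-exposure, 6 h IL-6 stimulation, 37 °C | measured by = luminescence | evaluation = % activation versus median of IL-6-stimulated wells | control set = IL-6-only wells as 100% reference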
Diaph act CS = compounds boosting diaphorase resazurin reduction – biochemical, uHTS, resorufin fluorescence, counter-screen for diaphorase-coupled primary assays, primary screen. 190,000 compounds, 0.005% hits. activation factor at 20 µM. AID 1229, 2008. Diaphorase/resazurin coupled assay, 16 min; hits give high values; 1 = vehicle wells, 0 = NADH-free wells;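 active means diaphorase activity raised at least twofold by the compound at 20 µM; inactive means activation factor below 2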
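Material: Purified diaphorase enzyme from Clostridium kluyveri | Buffer or medium: 50 mM HEPES pH 7.4 with 4.542 mM MgCl2, 0.005% Tween 20 | Times: 16 min enzyme reaction, ambient temperature | Signal: Red resorufin fluorescence at 544/590 nm excitation/emission | Measure: Increased resorufin signal from activators or reducing compounds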
STAT1 act = STAT1 signaling activators, primary screen, cell-based, HTS, luciferase reporter; NIH 3T3 STAT1-luciferase reporter, IFN-gamma, luminescence; 100% = IFN-gamma alone, no compound; activation (% of control), % at 5.5 µM; 200,000 compounds, 2.6% hits; AID 932, 2007;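 active means activation above the screen-wide mean activation plus 3 SD, cut at about 130% in these data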;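 further: raw ratio to IFN-gamma control signal so 100% means no change and 0% no light; values of inactives mirror those of a sister screen read the other way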
TLR4-MyD88 BLA = inhibitors of TLR4-MyD88 association in cells, primary screen, cell-based, HeLa CL3-4, BLA complementation, FRET ratio; HeLa CL3-4 TLR4/MyD88 BLA complementation; inhibition, % at 8.4 µM; 200,000 compounds, 0.18% hits; Toll-like receptor 4 (Homo sapiens) + Myeloid differentiation primary response protein …; in the data active means inhibition above about 25%;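 further: 0% = vehicle and 100% = reference inhibitor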
Target sequence (O00206 whole entry, looked up): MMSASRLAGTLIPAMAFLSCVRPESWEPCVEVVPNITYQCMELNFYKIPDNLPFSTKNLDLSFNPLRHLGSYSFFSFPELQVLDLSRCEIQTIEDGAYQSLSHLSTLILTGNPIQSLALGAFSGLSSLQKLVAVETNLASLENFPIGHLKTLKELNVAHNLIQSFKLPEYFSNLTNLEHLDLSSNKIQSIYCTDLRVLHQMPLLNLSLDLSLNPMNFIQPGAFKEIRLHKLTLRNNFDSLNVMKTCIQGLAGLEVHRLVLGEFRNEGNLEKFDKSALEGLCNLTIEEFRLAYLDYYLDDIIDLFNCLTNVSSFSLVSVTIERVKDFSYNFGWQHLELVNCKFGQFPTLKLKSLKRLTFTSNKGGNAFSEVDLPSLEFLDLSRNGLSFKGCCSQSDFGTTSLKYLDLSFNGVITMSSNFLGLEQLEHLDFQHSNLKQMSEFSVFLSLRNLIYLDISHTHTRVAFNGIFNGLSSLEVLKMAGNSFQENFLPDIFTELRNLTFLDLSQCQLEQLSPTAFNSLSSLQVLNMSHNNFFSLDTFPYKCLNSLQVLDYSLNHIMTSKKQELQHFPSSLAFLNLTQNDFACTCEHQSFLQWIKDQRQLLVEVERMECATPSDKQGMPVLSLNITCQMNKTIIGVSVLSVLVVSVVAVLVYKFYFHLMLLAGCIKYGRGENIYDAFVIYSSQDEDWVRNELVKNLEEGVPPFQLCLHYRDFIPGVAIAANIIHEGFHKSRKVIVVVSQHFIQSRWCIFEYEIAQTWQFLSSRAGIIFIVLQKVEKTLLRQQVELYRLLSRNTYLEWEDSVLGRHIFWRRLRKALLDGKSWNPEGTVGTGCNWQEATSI
Target sequence (Q99836 whole entry, looked up): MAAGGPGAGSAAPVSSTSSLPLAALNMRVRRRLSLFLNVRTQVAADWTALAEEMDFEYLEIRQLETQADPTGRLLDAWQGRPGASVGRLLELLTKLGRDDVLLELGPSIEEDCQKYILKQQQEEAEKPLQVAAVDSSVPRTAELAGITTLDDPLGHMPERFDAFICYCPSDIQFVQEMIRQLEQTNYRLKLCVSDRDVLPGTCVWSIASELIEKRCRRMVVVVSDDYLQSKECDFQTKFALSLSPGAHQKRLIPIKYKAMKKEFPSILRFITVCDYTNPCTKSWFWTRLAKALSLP
APP transl inh = inhibitors of APP translation via 5'UTR reporter, primary screen, APP 5'UTR luciferase, SH-SY5Y cells. SH-SY5Y APP 5'UTR-luciferase reporter, luminescence. inhibition, % at 2 µM. 190,000 compounds, 0.82% hits. AID 1285, 2008;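 active means inhibition above a set limit, derived from the sample mean plus 3 SD, cut at about 45% in these data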; further: values of inactives mirror those of a sister screen read the other way
Hsp70 act = Hsp70 transcriptional activators, primary screen, cell-based, HeLa, Hsp70 promoter luciferase, luminescence, 10 µM. 200,000 compounds, 0.04% hits. HeLa Hsp70 promoter luciferase reporter; scaled: vehicle 0, proteasome-inhibitor control 100%. AID 1203, 2008. activation, % at 10 µM;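 active means activation above the mean across all tested compounds plus 3 SD, cutoff set per campaign, cut at about 5.5% in these data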;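 further: 100% = MG132 at 30 µM as the positive control and 0% = DMSO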
STAT3 blocker = IL-6 driven STAT3 reporter inhibitors, primary screen, U3A cells, luciferase, luminescence, MLSCN library | IL-6 STAT3-luciferase reporter; host cell line lacks STAT1 | 190,000 compounds, 0.89% hits | inhibition, % at 5.5 µM | AID 862, 2007;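 active means inhibition above the mean inhibition across all screened compounds plus 3 SD, cut at about 44% in these data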;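 further: 0% = DMSO only wells and 100% = 100 µM nifuroxazide control wells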
* marks the source's active call; other numbers are inactive results; nt = no result given. Random draw from the library. About 6.1% of those tested had a hit in this group.

SMILES	G6PDH counter	STAT1 blocker	Diaphorase inh	STAT3 act	Diaph act CS	STAT1 act	TLR4-MyD88 BLA	APP transl inh	Hsp70 act	STAT3 blocker
O=C(Nc1ccccn1)c1cccc(S(=O)(=O)N2CCCCC2)c1	5	-4	-7	102	1.1	104	10	-20	0.5	2
O=C(C1CCCCC1)N1CCN=C1SCc1cccc([N+](=O)[O-])c1	12	3	3	106	1	96	-16	-2	0.3	0
CC1(C)N=C(SCC(=O)Nc2ccc(Cl)cc2)C(c2ccc(Cl)cc2)=N1	-7	8	1	98	1	94	-11	nt	-0.5	3
c1ccc(C(c2c[nH]c3ccccc23)c2c[nH]c3ccccc23)nc1	6	-1	20	114	0.8	103	-3	-9	0.8	-16
O=C(N/N=C/c1ccc(Cl)c([N+](=O)[O-])c1)C1CC1	8	-7	17	89	0.8	106	14	1	0.0	17
CCN1CCCC1CNC(=O)c1c(O)c2c([nH]c1=O)CCCC2 (configuration not stated)	7	-3	-9	108	1.1	103	5	-4	0.0	-7
Cc1cc2ncc(C(N)=O)cn2n1	-1	-10	8	103	0.9	109	-18	16	0.4	6
Cc1nn(-c2ccccc2)c(NC(=O)c2cccs2)c(-c2ccccc2)c1=O	10	3	-1	99	1	98	9	3	-0.2	2
O=C(Nc1ccccc1C(=O)O)c1ncn[nH]1	4	5	7	103	0.9	95	9	-21	0.0	6
C/C(=N\Nc1nc2ccccc2[nH]1)c1cccs1	-16	-53	12	89	0.9	147*	-1	-150	-0.1	16
Cc1cc(=O)[nH]c(N/N=C/c2c(C)nn(-c3ccc(F)cc3)c2Cl)n1	0	1	18	86	0.8	100	-4	-6	-0.1	18
CCOC(=O)Cc1csc(NC(=O)c2ccc(Br)o2)n1	13	-5	5	102	1	101	1	10	-0.5	-1
CCOC(=O)c1nn(-c2cccc(C)c2)c2nnc(Cc3ccc(C)cc3)c(=O)n12	0	-8	12	101	0.9	107	-1	2	-0.3	3
Cc1ccc(C(=O)NCCSc2ccc(Cl)cc2)cc1S(=O)(=O)Nc1ccccc1	0	1	5	110	1	99	3	-1	-0.5	-4
CCOC(=O)C(C)Sc1ncc(OC)c(=O)[nH]1 (configuration not stated)	-7	-4	8	97	0.9	104	7	-10	-0.3	6
C=CCOc1ccccc1CNn1nnnc1N	3	-5	-1	102	1	105	-7	0	0.2	-2
CCOc1ccc(N2CC(C(=O)Nc3ccc(F)cc3F)CC2=O)cc1 (configuration not stated)	6	-6	-15	121	1.1	105	-1	-2	-0.2	-25
COc1ccc(Cl)cc1NC(=S)Nc1ccc(Cl)cn1	6	10	0	127	1	89	3	-29	-0.1	-28
Cc1ccccc1NC(=O)CC1SC(=NC2CCCCC2)NC1=O (configuration not stated)	16	4	6	100	0.9	98	0	16	-0.1	4
Cc1cc(C)c2c(c1)c(C)cc1nnc(SCC(=O)c3cccs3)n12	0	1	17	101	0.8	99	-7	9	-0.3	7
CC1(C)CC(=O)C(C=NCCCN2CCOCC2)=C(O)C1	14	4	18	94	0.8	96	-22	-3	-0.5	15
CN(Cc1ccccc1)C(=O)Cn1c(=O)oc2cc(S(=O)(=O)NCc3ccccc3)ccc21	10	8	3	74	1	93	2	-6	-0.3	39
O=C1CC(c2ccccc2)CC(=NCCO)/C1=C(\O)CCCN1C(=O)c2ccccc2C1=O (configuration not stated)	17	3	10	103	0.9	96	9	-22	-0.1	-1
CCCCn1nc2cc(C(=O)NCc3cc(C(F)(F)F)cc(C(F)(F)F)c3)ccc2c1OC	26	-5	20	81	0.8	105	1	-4	-0.2	26
CCCCOc1ccc(S(=O)(=O)NC(=O)NCc2ccc(OCCC)cc2)cc1	1	1	2	103	1	100	8	-17	-0.2	0

Whole records, looked up by structure. Screens in order: G6PDH counter	STAT1 blocker	Diaphorase inh	STAT3 act	Diaph act CS	STAT1 act	TLR4-MyD88 BLA	APP transl inh	Hsp70 act	STAT3 blocker
C/C(=N\Nc1nc2ccccc2[nH]1)c1cccs1 across the screens: -16	-53	12	89	0.9	147*	-1	-150	-0.1	16
Cc1ccccc1NC(=O)CC1SC(=NC2CCCCC2)NC1=O (configuration not stated) across the screens: 16	4	6	100	0.9	98	0	16	-0.1	4
Cc1cc2ncc(C(N)=O)cn2n1 across the screens: -1	-10	8	103	0.9	109	-18	16	0.4	6

(cont.)
SMILES	G6PDH counter	STAT1 blocker	Diaphorase inh	STAT3 act	Diaph act CS	STAT1 act	TLR4-MyD88 BLA	APP transl inh	Hsp70 act	STAT3 blocker
COc1ccc(CNC(=O)COC(=O)Cc2ccc(Cl)cc2Cl)cc1	4	-1	0	100	1	101	0	3	0.0	5
O=C(COC(=O)c1ccc(F)cc1)Nc1nc2ccc([N+](=O)[O-])cc2s1	7	0	-1	100	1	101	18	-6	0.2	6
CCCC(c1nnnn1CS(=O)(=O)c1ccc(C)cc1)N1CCN(c2ccccc2)CC1 (configuration not stated)	-15	2	16	101	0.8	98	3	-8	-0.5	3
CCN(C(=O)COc1ccccc1[N+](=O)[O-])C1CCS(=O)(=O)C1 (configuration not stated)	3	-3	4	91	1	102	5	-13	-0.1	12
COc1ccc(CNC(=S)Nc2cc(OC)ccc2OC)cc1	14	-6	18	97	0.8	105	-3	-8	-0.1	7
c1ccc(-c2n[nH]c3c2CCC3)cc1	4	4	-5	85	1	97	2	-2	0.0	20
CN(c1ccc(C(=O)NCc2ccc3c(c2)OCO3)cc1)S(=O)(=O)c1ccccc1	-2	2	8	103	0.9	96	-1	0	-0.3	4
CC(OC(=O)C1=Cc2ccccc2OC1)C(=O)NCc1ccco1 (configuration not stated)	6	2	13	97	0.9	99	5	4	-0.3	9
CC1CCCCC1NC1=NCCCS1 (configuration not stated)	3	-11	3	93	1	107	-5	1	-0.2	11
CCNc1nc(SC(C)C(=O)Nc2ccccc2)nc(N(C)C)n1 (configuration not stated)	1	6	13	101	0.9	93	9	4	-0.4	2
CC(C)=CC(=O)OCC(=O)Nc1cccc([N+](=O)[O-])c1	-2	2	8	95	0.9	98	-4	-3	-0.4	8
O=C(c1cc([N+](=O)[O-])ccc1Cl)N1CCN(c2ccc(F)cc2)CC1	-1	-4	11	101	0.9	104	-9	-2	-0.3	4
CCC(C(=O)Nc1c[nH]c(=O)[nH]c1=O)c1ccccc1 (configuration not stated)	-1	-5	16	101	0.8	105	7	-6	-0.3	1
CC1CCN(C(=O)COc2ccccc2F)CC1	-1	-6	13	98	0.9	107	5	-18	0.3	8
CCN(CC)C(=O)c1sc(NC(=O)c2ccncc2)c(C(=O)OC)c1C	-3	9	14	94	0.9	92	-13	-18	-0.2	9
O=C(c1ccc(Cn2c(=O)[nH]c3ccccc3c2=O)cc1)N1CCN(c2ccc(Cl)cc2)CC1	4	3	29	88	0.7	97	5	-12	-0.3	15
COc1cc(-c2nnc(-c3ccncc3)o2)ccc1OCc1ccccc1	11	9	19	99	0.8	92	-1	-24	0.0	4
CCn1c(=O)[nH]c2cc(C(=O)Nc3cc(C)cc(C)c3)ccc2c1=O	7	4	1	81	1	94	-10	-11	-0.1	26
CC(Sc1nc(N(C)C)nc(N2CCOCC2)n1)C(=O)Nc1ccccc1 (configuration not stated)	-16	4	9	92	0.9	91	3	12	0.2	12
O=C(Cn1cc([N+](=O)[O-])cn1)NCCc1nc2ccccc2[nH]1	10	-9	2	106	1	107	3	4	-0.5	-4
CCOC(=O)[C@H]1CCC[C@@H](NS(=O)(=O)c2ccc(NC(C)=O)cc2)C1	-1	-2	11	98	0.9	102	-1	-3	-0.2	8
O=C(NC1CCN(Cc2ccccc2)CC1)C1CCN(S(=O)(=O)c2cccc3nsnc23)CC1	11	12	14	86	0.9	89	-5	-4	0.0	20
COC(=O)Cc1c(C)nc2nc[nH]n2c1=O	23	-5	-18	97	1.2	105	-15	-2	-0.3	3
Cc1nn(Cc2ccccc2)c2sc(C(=O)N3CCN(Cc4ccc5c(c4)OCO5)CC3)cc12	-30	11	12	103	0.9	93	-3	9	-0.5	-4
O=C(c1ccc(F)cc1)C1CCN(C(=S)Nc2ccccc2)CC1	6	13	23	86	0.8	88	-10	-19	0.4	22

Going on with the list:
SMILES	G6PDH counter	STAT1 blocker	Diaphorase inh	STAT3 act	Diaph act CS	STAT1 act	TLR4-MyD88 BLA	APP transl inh	Hsp70 act	STAT3 blocker
C=CCn1sc(N)c(C(=O)OCC)c1=S	-5	-1	10	101	0.9	101	4	2	-0.4	4
CS(=O)(=O)N(CC(=O)NCc1cccnc1)Cc1ccc(Cl)cc1	-8	0	3	105	1	100	-2	-2	-0.5	-6
Cc1cc(N2CCOCC2)nc(SCc2c(Cl)cccc2Cl)n1	5	7	17	108	0.8	94	5	-17	-0.3	-11
COc1cc(CO)c(Br)cc1OCC(=O)Nc1ccccc1C	-2	-7	-1	91	1	105	-4	-12	-0.2	13
Cn1c(=O)[nH]c(=O)c2c1nc(NC1CCCCC1)n2CC(=O)NC1CCCCC1	-10	0	9	97	0.9	100	9	-6	-0.2	7
CCOc1ccc(C(=O)Nc2cc(-c3nc4ccccc4[nH]3)ccc2Cl)cc1[N+](=O)[O-]	-15	10	16	94	0.8	91	0	-18	-0.3	6
Cc1cc(NC(=O)C2CCCC2)nc2c1c(=O)oc1ccccc12	0	-6	19	92	0.8	100	-3	1	-0.4	11
COc1ccccc1NS(=O)(=O)c1cc(N)ccc1N1CCCCC1	10	3	28	83	0.7	97	-11	0	-0.3	27
COc1ccc(C(=O)N/C(=C/c2cccs2)c2nc3ccccc3[nH]2)cc1OC	8	2	6	112	0.9	100	-12	-8	0.1	-18
CCC(=O)Nc1ccc(Cl)c(NC(=O)C(C)C)c1	-16	1	7	95	0.9	99	-8	-1	-0.1	7
Cc1ccc(NC(=O)COC(=O)CNC(=O)c2ccco2)cc1	7	-2	6	99	0.9	100	6	-15	-0.5	2
Cc1sc2nc(CN3CCOCC3)nc(Cl)c2c1C	1	-1	7	97	0.9	101	7	4	-0.3	7
CCOC(=O)C1(CC2CCCCO2)CCN(C2CCSCC2)CC1 (configuration not stated)	5	1	9	112	0.9	98	6	-4	-0.1	-10
